High-throughput results (PubChem)
BRCA1 expr act: increases BRCA1 expression | MCF7-BRCA1-FFLuc reporter, luminescence, 48 h; response scale: scaled: vehicle 0%, 10 µM genistein 100% | Potency, µM (titrated, usually from 46.1 µM), without a hit: top-dose activation, usual class: activators | 380,000 compounds, 1.1% hits | AID 624202; also: nearly all actives have a fitted effect of over 80% in size; some results filed as inactive show a strong effect at the top dose
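Using MCF7 cells harboring a BRCA1 firefly luciferase reporter, plated 2 h before compound pinning, the screen measured luminescence after 48 h incubation. Responses were normalized to DMSO and 10 microM genistein, then fitted for concentration-effect.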
FLuc modulator: counter-screen for miR-21 project: firefly luciferase inhibitors or activators | P08659 | purified FLuc, Km substrates, luminescence inhibition | Potency, µM (doses to about 57.5 µM), for the others: top-dose activity change, negative = inhibition, hits mostly inhibitors | 360,000 compounds, 6.9% hits | AID 588342;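 also: plate controls were vehicle for no effect and reference inhibitor for full effect; nearly all actives have a fitted effect of over 55% in size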
Target sequence (P08659 whole entry, looked up): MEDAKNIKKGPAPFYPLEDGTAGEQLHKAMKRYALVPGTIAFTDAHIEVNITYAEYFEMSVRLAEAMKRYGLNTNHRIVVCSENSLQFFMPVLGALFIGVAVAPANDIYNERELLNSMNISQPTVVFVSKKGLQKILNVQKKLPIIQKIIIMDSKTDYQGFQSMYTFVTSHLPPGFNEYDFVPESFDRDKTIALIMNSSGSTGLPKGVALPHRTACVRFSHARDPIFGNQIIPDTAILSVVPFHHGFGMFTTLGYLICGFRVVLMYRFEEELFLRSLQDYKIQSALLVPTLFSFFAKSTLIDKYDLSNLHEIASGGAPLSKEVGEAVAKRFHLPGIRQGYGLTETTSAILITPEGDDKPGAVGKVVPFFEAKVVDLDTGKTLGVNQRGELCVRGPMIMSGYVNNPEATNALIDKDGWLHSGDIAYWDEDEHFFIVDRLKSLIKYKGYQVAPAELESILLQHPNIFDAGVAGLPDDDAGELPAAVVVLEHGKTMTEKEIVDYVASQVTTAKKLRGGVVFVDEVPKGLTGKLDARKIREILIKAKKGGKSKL
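Purified P. pyralis luciferase (10nM final) with 10uM D-luciferin and 10uM ATP (Km levels) in 50mM Tris acetate pH 7.5, 10mM Mg acetate, 0.01% Tween-20, 0.05% BSA; qHTS 6-point titration, ~60 µM downward; luminescence read.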
Numbers without * were called inactive; ? = inconclusive. Calls follow the shape of the dose curve; as a rule, active = well fitted curve in the direction sought with a large enough effect; inconclusive = small, poorly fitted or top-dose-only effect, or another doubt; inactive = no such curve, though single readings can be large; an effect the other way counts as inactive or inconclusive. Potency is read from the fitted curve at half-maximal effect.

SMILES | BRCA1 expr act | FLuc modulator
CCc1ccc(NC(=O)CN2C(=O)C3(SCC(=O)N3c3ccc(F)c(F)c3)c3ccccc32)cc1 (stereo not drawn) | -58% | -10%
O=C(COc1ccccc1-c1nnc(-c2ccccc2)o1)Nc1ccc(Br)cc1F | 12% | 4.8µM*
Cc1ccc(CN2COc3ccc4c(C)cc(=O)oc4c3C2)cc1 | -2% | 1%
COc1ccccc1CNc1ccc(-c2nc(-c3cccc(C)c3)no2)cc1[N+](=O)[O-] | 0% | ?
Cc1ccc(CN(C(=O)COc2ccccc2Cl)c2ccccn2)o1 | 0% | ?
CCOC(=O)c1c(NC(=O)CSc2cn(CCNC(=O)c3ccc(OCC)cc3)c3ccccc23)sc2c1CCCC2 | 12% | -10%
O=C(NCCc1ccccc1)c1cc2sccc2n1Cc1ccc(F)cc1 | -3% | 1%
CCc1ccc(NC(=O)c2sc3nc(C)c(Cl)c(C)c3c2N)cc1 | -8% | 6%
CCc1ccc(NC(=O)CC2C(=O)OCCN2CC)cc1 (stereo not drawn) | -6% | -12%
CCOc1ccc(-c2cnc(NCc3ccc(OC)cc3OC)n2C)cc1 | 0% | 3%
CCOC(=O)c1c(C)[nH]c(C)c1S(=O)(=O)NCC(=O)NCc1ccccc1Cl | 11% | 6%
O=C1CCCc2cc(S(=O)(=O)NCC3CCC(C(=O)Nc4ccccc4F)CC3)ccc2N1 (stereo not drawn) | -27% | -10%
CCN(Cc1ccccc1)C(=O)CN1C(=O)COc2ccc(S(=O)(=O)N(CC)CC)cc21 | -5% | -4%
COc1ccccc1CNC(=O)CCCCn1c(=O)c2ccccc2n(Cc2c(C)cc(C)cc2C)c1=O | 3% | 2%
COc1ccc2cc3cc(C(=O)N4CCN(c5ccccc5F)CC4)oc3nc2c1 | 6% | -11%
COc1cc(Cl)c(S(=O)(=O)NCCc2c(C)[nH]c3c(C)cccc23)cc1Cl | -68% | -2%
COc1cccc(CNC(=O)c2ccc3c(c2)N(Cc2ccc(F)cc2Cl)C(=O)c2ccccc2S3)c1 | -4% | 3%
O=C(COc1ccccc1F)OCc1cc(=O)n2nc(C3CC3)sc2n1 | 10% | -6%
Clc1ccc(CNc2cc(-c3ccccc3)nc3nncn23)cc1 | -18% | -7%
CCC(C)n1c(=N)c(C(=O)NC2CCCCC2)cc2c(=O)n3ccccc3nc21 (stereo not drawn) | -3% | 2%
CCC(C)NC(=O)CCSc1nc(-c2ccc(OC)cc2)cc(C(F)(F)F)n1 (stereo not drawn) | 0% | 2%
CCc1nn(CC(=O)N2CCCCC2)c(=O)c2cc3occc3n12 | -1% | -1%
CCc1ccc(NC(=O)CC2C(=O)N(c3ccc(Cl)cc3)C(=O)N2C2CCCC2)cc1 (stereo not drawn) | -32% | -1%
COc1ccc(S(=O)(=O)Nc2ccc(-c3cn4c(C)csc4n3)cc2)cc1 | 8% | ?
Cc1ccc(NC(=O)Cn2c(=O)n(CCc3ccccc3)c(=O)c3c4c(sc32)CCCC4)c(C)c1 | 14% | 2%
COc1ccc(N2CC(NC(=O)C3CC3)CC2=O)cc1OC (stereo not drawn) | 6% | 0%
CCCCNc1ccc(-c2nc(-c3ccccn3)no2)cc1[N+](=O)[O-] | 108% | -3%
COc1ccc(-c2noc(CCC(=O)N(C)c3cc(Cl)ccc3OC)n2)cc1 | -1% | 2%
CCCN(CCC)CCNC(=O)Cn1cc2c(n1)-c1c(oc(C(=O)N3CCCC3)c1C)CC2 | -15% | -4%
Fc1ccc(N2CCN(c3nc4ccccc4c4nc(-c5cccnc5)nn34)CC2)cc1 | 9% | -2%
Cc1cc(-n2c(C)nc3ccccc3c2=O)ccc1NC(=O)c1cccc([N+](=O)[O-])c1C | 0% | 3%
COc1cc2c(C(=O)N3CCN(c4cccc(C)c4)C(C)C3)cn(CC(C)C)c(=O)c2cc1OC (stereo not drawn) | -24% | 3%
COc1ccc(CCNC(=O)c2cc(Nc3cc(C)cc(C)c3)nc3ccccc23)cc1OC | -34% | 6µM*
Cc1nn2c(-c3ccco3)ccnc2c1-c1ccc(Cl)cc1 | 0% | 5.4µM*
COc1cc(S(=O)(=O)NCCc2c(C)[nH]c3ccccc23)c(C)cc1C | -26% | 1%
Cc1cccc(NC(=O)CSc2nc3ccc(NC(=O)COc4ccccc4F)cc3s2)c1 | 2% | -1%
Cc1ccc2oc3c(c(=O)c2c1)C1(C(=O)N(C)c2ccccc21)N(CCCO)C3=O (stereo not drawn) | 24% | -1%
Cc1cc(C)c(NC(=O)Cn2nnc(-c3ccccc3)n2)c(C)c1 | 11% | -6%
COc1cccc(CN2C(=O)C3(SCC(=O)N3c3ccc(F)cc3)c3ccccc32)c1 (stereo not drawn) | 0% | -11%
COc1cc(OC)c(NC(=O)c2c(C)oc3ncnc(N4CCCCC4)c23)cc1Cl | 0% | -2%
COC(=O)c1ccc(C(=O)OC)c(NC(=O)c2cnn3c(C(F)F)cc(-c4ccc(C)cc4)nc23)c1 | -8% | 3%
CC(C)c1ccc(NC(=O)CN(C)S(=O)(=O)c2ccc3c(c2)c(=O)n(C)c(=O)n3C)cc1 | 6% | -17%
CCc1cccc(NC(=O)c2cc3c(s2)-c2ccccc2OC3)c1 | 50% | -17%
Cc1ccc(CNC(=O)c2ccc3nc(N4CCCCC4)sc3c2)cc1 | ? | -2%
Cc1cc(Cl)ccc1NC(=O)CN1C(=O)COc2ccc(S(=O)(=O)Nc3ccccc3)cc21 | -47% | -2%
Cc1cc(C)cc(NC(=O)c2cc(S(=O)(=O)N3CCCCCC3)cn2C)c1 | 13% | 0%
Cc1cc2c(cc1C)NC(CC(=O)Nc1ccccc1SC(F)(F)F)C(=O)N2 (stereo not drawn) | -1% | 4%
COc1ccc2c(CNC3CCC(C)CC3)c(C(=O)O)n(Cc3ccc(F)cc3)c2c1 (stereo not drawn) | -42% | -2%
CCOC(=O)c1nnc2c(-c3ccc(Cl)cc3)c(C)nn2c1C | 10% | -19%
COc1ccc(C2C(C(=O)Nc3ccc(Cl)cc3)=C(C)Nc3nc(SCc4cccc(C)c4)nn32)cc1OC (stereo not drawn) | 17% | 2%
CCc1ccc(NS(=O)(=O)c2ccc(C(=O)N(C)C)s2)cc1 | 0% | -13%
Cc1ccc(NS(=O)(=O)c2ccc3nc(-c4ccccc4)[nH]c3c2)c(Br)c1 | -37% | -4%
CC(=O)c1cccc(Nc2cc(C)nc3nc(-c4ccccc4C)nn23)c1 | 4% | 19µM*
O=S(=O)(c1ccc(Cl)cc1Cl)n1ccnc1 | 5% | -19%
COc1ccc(-c2cnc(C)o2)cc1S(=O)(=O)Nc1ccc(C)c(N(C)C)c1 | -16% | -3%
CCn1ccc2c(OCC(=O)Nc3ccc(C(C)=O)cc3)cccc2c1=O | 0% | -7%
Cc1cccc(CCNC(=O)Cn2ncc3c(=O)oc4ccccc4c32)c1 | -6% | -1%
NC(=O)c1cc(S(=O)(=O)N2CCN(c3ccc(F)cc3)CC2)cs1 | -22% | -1%
COc1ccc(-c2noc(CCC(=O)N(C)c3ccccc3C)n2)cc1 | -18% | -2%
CSc1ccc(C(=O)Nc2ccc(-c3nc4ccccc4s3)c(O)c2)cc1 | -1% | -1%

As a short view, part of the list above.
SMILES | BRCA1 expr act | FLuc modulator
Cc1ccc(CNC(=O)c2ccc3nc(N4CCCCC4)sc3c2)cc1 | ? | -2%
Cc1cc(Cl)ccc1NC(=O)CN1C(=O)COc2ccc(S(=O)(=O)Nc3ccccc3)cc21 | -47% | -2%
Cc1cc(C)cc(NC(=O)c2cc(S(=O)(=O)N3CCCCCC3)cn2C)c1 | 13% | 0%
Cc1cc2c(cc1C)NC(CC(=O)Nc1ccccc1SC(F)(F)F)C(=O)N2 (stereo not drawn) | -1% | 4%
COc1ccc2c(CNC3CCC(C)CC3)c(C(=O)O)n(Cc3ccc(F)cc3)c2c1 (stereo not drawn) | -42% | -2%
CCOC(=O)c1nnc2c(-c3ccc(Cl)cc3)c(C)nn2c1C | 10% | -19%
COc1ccc(C2C(C(=O)Nc3ccc(Cl)cc3)=C(C)Nc3nc(SCc4cccc(C)c4)nn32)cc1OC (stereo not drawn) | 17% | 2%
CCc1ccc(NS(=O)(=O)c2ccc(C(=O)N(C)C)s2)cc1 | 0% | -13%
Cc1ccc(NS(=O)(=O)c2ccc3nc(-c4ccccc4)[nH]c3c2)c(Br)c1 | -37% | -4%
CC(=O)c1cccc(Nc2cc(C)nc3nc(-c4ccccc4C)nn23)c1 | 4% | 19µM*
O=S(=O)(c1ccc(Cl)cc1Cl)n1ccnc1 | 5% | -19%
COc1ccc(-c2cnc(C)o2)cc1S(=O)(=O)Nc1ccc(C)c(N(C)C)c1 | -16% | -3%
CCn1ccc2c(OCC(=O)Nc3ccc(C(C)=O)cc3)cccc2c1=O | 0% | -7%
Cc1cccc(CCNC(=O)Cn2ncc3c(=O)oc4ccccc4c32)c1 | -6% | -1%

Additional records follow:
SMILES | BRCA1 expr act | FLuc modulator
COc1cc(NC(=O)c2cc(C)nc3c2c(C)nn3-c2ccccc2Cl)cc(OC)c1 | -31% | 6%
Cc1cccc(NC(=O)CSc2nc(=O)n(Cc3ccncc3)c3c2CCC3)c1C | 2% | -1%
Cc1cc(=O)n2nc(N3CCC(C(=O)Nc4ccc(Br)c(C)c4)CC3)sc2n1 | 9% | -1%
CCCCOc1ccc(C(=O)NCCc2sc(-c3ccc(OC)c(OC)c3)nc2C)cc1 | 7% | -19%
COc1ccc(CNC(=O)C2CCN(C(=O)c3cnn(-c4ccccc4)c3-n3cccc3)CC2)cc1 | 14% | -13%
CN(C(=O)Cn1cnc2onc(-c3ccc(F)cc3)c2c1=O)c1ccccc1Cl | 7% | -8%
CN(C)c1ccc(CNC(=O)Cc2ccc(NC(=O)N3CCCCc4ccccc43)cc2)cc1 | 9% | ?
COc1ccc(C(=O)Nc2ccc(OCc3cc(=O)n4ccsc4n3)cc2)cc1OC | 11% | -1%
CCn1c(=O)c2cc(C(=O)N3CCN(c4cccc(Cl)c4)CC3)sc2c2ccccc21 | 30% | -1%
COc1ccc(C(=O)Nc2cc(C)c(O)c(-c3nc4ccccc4s3)c2)cc1OC | -8% | 0.67µM*
COc1cccc(N2CCN(C(=O)Cn3ncc4c(=O)oc5ccccc5c43)CC2)c1 | -11% | -2%
COc1ccc(S(=O)(=O)N(CC(=O)NCc2ccc(C)cc2)c2ccc(Cl)cc2)cc1 | 3% | -1%
Cc1cc(C)cc(NC(=O)c2cc(C)nc3c2c(C)nn3-c2ccccc2)c1 | -11% | 4%
Cc1cc(C)cc(-n2ccnc2SCC(=O)Nc2nc3ccccc3s2)c1 | 10% | -12%
CCOC(=O)C(C)Sc1nc(-c2ccccc2)ccc1C#N (stereo not drawn) | 0% | -16%

An excerpt of these results, with two lines to a compound:
The line under a structure holds: BRCA1 expr act, FLuc modulator
- Cc1cc(C)cc(NC(=O)c2cc(C)nc3c2c(C)nn3-c2ccccc2)c1
→ -11%, 4%
- Cc1cc(C)cc(-n2ccnc2SCC(=O)Nc2nc3ccccc3s2)c1
→ 10%, -12%

Next part:
SMILES | BRCA1 expr act | FLuc modulator
O=C(COC(=O)c1cc(-c2ccccc2)nc2ccccc12)c1ccc(Br)cc1 | 0% | -13%
COc1ccc(-c2nn3c(=O)cc(CN4CCN(S(=O)(=O)c5ccc(C)cc5)CC4)nc3s2)cc1 | 0% | -5%
CCS(=O)(=O)N1CCC2(CC1)OC(=O)C(C)=C2C(=O)NCc1ccccc1C | 16% | -10%
COc1ccc(Nc2ncc(C(=O)Nc3cccc(OC)c3)c3ccccc23)cc1 | -44% | ?
CCCSc1nnc2c(n1)OC(c1sccc1C)Nc1ccccc1-2 (stereo not drawn) | 5% | ?
CCCCC(=O)N1CCc2cc(OC)c(OC)cc2C1COc1ccc(OC)cc1 (stereo not drawn) | -15% | 2%
CCC(CC)c1nn2c(=O)cc(COc3ccc(NC(=O)c4ccccc4Cl)cc3)nc2s1 | 15% | -15%
COc1ccc2c(c1)c(=O)c(C(=O)c1ccccc1)cn2CC(=O)Nc1ccc2c(c1)OCCO2 | 1% | -3%
Cc1cc(C)cc(N2C(=O)CSC23C(=O)N(Cc2c(F)cccc2Cl)c2ccccc23)c1 (stereo not drawn) | -41% | -11%
COc1ccc(CCNC(=O)C2CCN(c3nc4ccccc4nc3C(F)(F)F)CC2)c(OC)c1 | -2% | 0%
O=C1NCCN(Cc2ccc(F)cc2)C1=O | 7% | -2%
CCc1ccc(NC(=O)CNC(=O)Cn2c(C)cc3ccccc3c2=O)cc1 | 10% | -1%
CCOc1ccc(N2CC(C)Cn3c2nc2c3c(=O)n(CC(=O)O)c(=O)n2C)cc1 (stereo not drawn) | 1% | 0%
CCC(=O)C1=C(c2ccc(OC)c(OC)c2)N(C(=O)CC)n2c(CC)nnc2S1 | -38% | -5%
CCOC(=O)C1=C(CN2CCCCC2)NC(=O)NC1c1ccc(C)cc1 (stereo not drawn) | -12% | -13%
O=C(NC1CCCC1)c1ccc2c(c1)N(Cc1c(F)cccc1Cl)C(=O)c1ccccc1S2 | -22% | -2%
CCn1c(=O)c2sccc2n2c(CCC(=O)Nc3cc(C)cc(C)c3)nnc12 | 4% | 1%
CSc1cccc(NC(=O)CC(c2cccs2)N2Cc3ccccc3C2=O)c1 (stereo not drawn) | -46% | -13%
Cc1ccc(-c2cn3cccnc3n2)cc1NC(=O)Nc1ccc(F)cc1 | 27% | -3%
CCc1ccccc1NC(=O)CSc1ncc(S(=O)(=O)c2ccccc2)c(N)n1 | -9% | -17%
Cc1ccc(C)c(N2CCN(C(=O)CCNS(=O)(=O)c3ccc4c(c3)CCN4C(=O)C3CC3)CC2)c1 | -40% | -11%

Some of the compounds tested; rates above refer to the full screens.
